Assay outcomes (PubChem BioAssay)
SMARCA2 act: SMARCA2 function activation, primary screen; MG213 cells, MMTV-luciferase reporter, dexamethasone, overnight; activation, % at 9.1 µM; 370,000 compounds, 1% hits; in the data active means activation above about 7.8%;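 further: 0% = vehicle wells and 100% = reference activator wells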
HTRA1 inh: blocks human HTRA1 serine peptidase; inhibition, % at 5.96 µM; 340,000 compounds, 0.5% hits; recombinant HTRA1, FP-rhodamine activity-based probe, fluorescence polarization; in the data active means inhibition above about 36%;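 further: 0% = enzyme with DMSO and 100% = wells lacking enzyme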
ASAP1 GAP inh: ASAP1 ArfGAP inhibition; 360,000 compounds, 0.19% hits; inhibition, % at 16.5 µM; ASAP1-stimulated ARF1 GTP hydrolysis, GDP FP detection; Q9ULH1; AID 624377; in the data active means inhibition above about 25%;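 further: 0% = vehicle with enzyme and substrate and 100% = no enzyme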
PG9 binder: small molecules binding HIV-1 gp120 antibody PG9. TR-FRET gp120-PG9 antibody binding. inhibition, % at 6.7 µM. 360,000 compounds, 0.43% hits. AID 624416; in the data active means inhibition above about 8.5%
NPR1 activator: GC-A (human) enzyme activation | activation, % at 10 µM | P16066 | 370,000 compounds, 0.14% hits | HEK293 GC-A cells, cGMP TR-FRET, EC30 ANP; 0% at EC30 ANP, 100% saturating ANP; in the data active means activation above about 40%
GC-B act: GC-B (human) receptor activation; AID 1920062; activation, % at 10 µM; HEK293-GC-B cells, CNP EC30, cGMP TR-FRET; 0% at EC30 CNP, 100% saturating CNP; 370,000 compounds, 0.11% hits; P20594;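 active means activation at 10 µM reaching about 35% in either raw or pattern-adjusted values, limit read from the data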
NR1D1 modulator: modulates human Rev-erb alpha binding to DNA; P20393; Rev-erbα–FITC-DNA binding, fluorescence polarization, 90 min; activity, % at 10 µM; 370,000 compounds, 0.79% hits; AID 1259318;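 active means activity above about 14%, limit read from the data; passing the limit was not always enough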;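 further: 0% = DMSO wells with 35 nM protein and 100% = DMSO wells with 750 nM protein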
rCAG RNA binder: r(CAG) repeat RNA binding | TO-PRO-1 dye displacement fluorescence | inhibition, % at 3 µM | 370,000 compounds, 1.3% hits | AID 651821;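 active means inhibition above the plate cutoff, the mean of all test compounds on that plate plus 3 SD, cut at about 35% in these data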;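 further: 0% = DMSO alone and 100% = 100 µM mitoxantrone as full dye displacement; higher means more dye released from RNA so lower well fluorescence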
ARFGAP1 inhibitor: inhibitors of rat ARFGAP1; inhibition, % at 16.5 µM; 360,000 compounds, 0.26% hits; Arfgap1-stimulated ARF1 GTP hydrolysis, GDP FP detection; Q62848;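 active means inhibition above a per-plate limit, mean inhibition of low control wells plus 3 SD, cut at about 25% in these data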;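 further: 0% = DMSO wells with enzyme and 100% = wells lacking Arfgap1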
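system = rat Arfgap1 catalytic domain, aa 1-136 | technique = FP, GDP Alexa 633 tracer displaced from anti-GDP antibody, 620/688 nm | compound = one concentration, 16.5 µM, DMSO 1.26% | medium = HEPES-based buffer, pH 7.5 | timing = compound-enzyme preincubation 20 min, reaction 120 min, detection 60 min, 25 °C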
ABHD4 inh: inhibitors of mouse ABHD4. purified mABHD4, FP-Rh probe fluorescence polarization. inhibition, % at 8.92 µM. 370,000 compounds, 0.54% hits. AID 720543;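 active means inhibition exceeding the mean over every tested compound plus 3 SD, cut at about 30% in these data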;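 further: 0% = plate median of compound wells and 100% = S159A mutant with DMSO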
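Test system: mABHD4 protein; Read-out basis: % inhibition; Incubation: 45 min + 60 min at 25 °C; Repeats: single replicate; Technique: fluorescence polarization with parallel and perpendicular emission, 525/598 nm; Compound: 8.92 µM, single dose; Benchmarks: full inhibition S159A mutant plus DMSO, zero as sample-well median.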
Numbers without * were called inactive; x = no result given.

1: CCOC(=O)C1CCCN(C(=O)C2CCN(S(=O)(=O)N3CCC4(CC3)OCCO4)CC2)C1 (stereo unspecified)
2: CCC(=O)Nc1ccc(NC(=O)CSc2nnc(-c3ccco3)n2CC)cc1
3: Oc1ccccc1-c1ccn[nH]1
4: CCOc1cc(C(=O)Nc2cc(C)ccc2OC)ccc1OCC(=O)N1CCCCC1
5: COc1cc(C2C3=C(COC3=O)Oc3cc4c(cc32)OCO4)cc(OC)c1OC(C)=O (stereo unspecified)
6: CC(=O)Nc1ccc(S(=O)(=O)NCc2nc(-c3ccccc3Cl)no2)cc1
Compound,1,2,3,4,5,6
SMARCA2 act,3,-4,1,-6,1,-1
HTRA1 inh,-5,-1,6,-3,4,-1
ASAP1 GAP inh,-13,0,4,-10,-2,-1
PG9 binder,-2.0,1.4,-0.2,1.5,-1.2,-1.3
NPR1 activator,1,-1,-1,0,-7,4
GC-B act,-2,3,5,6,-1,-2
NR1D1 modulator,1,1,-9,4,-6,-4
rCAG RNA binder,-7,-2,1,-6,3,1
ARFGAP1 inhibitor,-2,0,7,-10,2,-11
ABHD4 inh,1,-3,0,1,6,-2

7: CN(Cc1ccccc1Br)C(=O)CN1C(=O)NC2(CCCCCC2)C1=O
8: O=P(c1ccccc1)(c1ccccc1)C1CCCO1 (stereo unspecified)
9: O=C(c1ncn2c1c(=O)[nH]c1ccccc12)N1CCc2ccccc2C1
10: COc1ccc(COC(=O)C2=C(C)NC(=O)NC2c2ccc(O)c(OC)c2)cc1 (stereo unspecified)
11: CC(=O)NC(CC(=O)Oc1ccc(C)cc1Br)c1ccccc1 (stereo unspecified)
12: COc1ccc(-c2cc(C(=O)N/N=C/c3cc(OC)c(OC)cc3OC)c3ccccc3n2)cc1
Compound,7,8,9,10,11,12
SMARCA2 act,0,-2,-5,-2,2,0
HTRA1 inh,-7,-4,6,2,-6,x
ASAP1 GAP inh,8,-3,-1,3,-6,2
PG9 binder,0.7,-1.4,0.0,-1.2,-1.0,-1.6
NPR1 activator,0,1,1,1,-3,7
GC-B act,6,-3,0,2,1,7
NR1D1 modulator,0,4,-4,-3,0,-3
rCAG RNA binder,1,-3,3,-6,-5,4
ARFGAP1 inhibitor,7,14,-6,1,-2,0
ABHD4 inh,-1,5,-9,2,2,4

13: COc1ccc(OC)c(S(=O)(=O)Nc2cccc(C(C)=O)c2)c1
14: COc1ccc(-n2c(SCC(=O)N3CCCCC3)nc3ccccc3c2=O)cc1
15: CCn1c(C2CC(=O)N(c3cc(C)cc(C)c3)C2)nc2ccccc21 (stereo unspecified)
16: CCCC(=O)Nc1nn(CC(C)C)c2nc3cc(C)ccc3cc12
17: CCOC(=O)c1ccc(NC(=O)CN2CCN(C(=O)c3ccco3)CC2)cc1
18: O=C(COC(=O)c1cc(Br)ccc1O)NNC(=O)c1ccc(Cl)cc1
Compound,13,14,15,16,17,18
SMARCA2 act,-2,1,-1,-1,-4,0
HTRA1 inh,7,4,-1,6,-4,5
ASAP1 GAP inh,4,2,-8,5,3,-6
PG9 binder,0.1,-2.3,0.6,-1.6,0.6,1.3
NPR1 activator,-4,-2,0,-1,1,-4
GC-B act,1,7,-9,-1,7,-3
NR1D1 modulator,-1,-9,-3,17,8,4
rCAG RNA binder,-1,-3,1,0,7,7
ARFGAP1 inhibitor,-4,2,16,-1,-5,4
ABHD4 inh,-2,3,3,0,-12,-11

19: CCOC(=O)N1CCN(c2c(-c3ccc(C(C)C)cc3)c(=O)c2=O)CC1
20: Cc1nn(-c2ccccc2)c2c1C(c1ccco1)C(C#N)=C(N)O2 (stereo unspecified)
21: Cc1ccc(SCc2[nH]nc3c2C2(CCSCC2)C(C#N)=C(N)O3)cc1
22: CC1=NN(c2ccccc2)C(=O)/C1=C/C=C/C=C/N(C)C
23: CC1=C(C(=O)OC2CCCCC2)C(c2cccnc2)n2nnnc2N1 (stereo unspecified)
24: COc1cc(C(c2nnnn2C2CCCC2)N2CCN(C(=O)c3ccco3)CC2)cc(OC)c1OC (stereo unspecified)
Compound,19,20,21,22,23,24
SMARCA2 act,2,3,-2,-1,-3,-2
HTRA1 inh,-2,3,-5,-18,-7,0
ASAP1 GAP inh,3,4,22,12,3,3
PG9 binder,-0.6,-3.3,-2.3,-30,1.6,1.5
NPR1 activator,-1,0,-2,-12,1,3
GC-B act,-9,2,1,-11,5,-1
NR1D1 modulator,4,-2,2,51*,1,8
rCAG RNA binder,-6,5,11,-8,-6,3
ARFGAP1 inhibitor,-5,5,2,-7,-2,-1
ABHD4 inh,0,13,14,6,1,8

25: Cc1[nH]c2ccccc2c1C(=O)C(=O)N1CCN(c2cccc(Cl)c2)CC1
26: O=C(Oc1ccc([N+](=O)[O-])cc1)c1cc(-c2ccccc2)nc2ccccc12
27: O=C(Nc1ccccc1)C1CC(=O)n2c(nc3ccccc32)N1 (stereo unspecified)
28: Cc1nn(-c2ccccc2)c2c1C(c1ccncc1)C(C#N)=C(N)O2 (stereo unspecified)
29: COc1cccc(NC(=S)NCCCN2CCOCC2)c1
30: COc1ccc(C2=NN(c3ccccc3)C(c3ccc(OC)c(OC)c3)C2)cc1 (stereo unspecified)
Compound,25,26,27,28,29,30
SMARCA2 act,-2,2,-2,1,3,3
HTRA1 inh,-28,5,1,4,-2,4
ASAP1 GAP inh,7,0,-2,6,1,-9
PG9 binder,-0.8,-0.9,0.2,-2.1,-1.7,2.5
NPR1 activator,-12,-4,2,-4,1,7
GC-B act,-7,-6,-3,4,4,5
NR1D1 modulator,-3,-3,7,-1,11,1
rCAG RNA binder,7,-2,-2,3,-1,-2
ARFGAP1 inhibitor,5,2,-6,10,-2,-2
ABHD4 inh,-26,0,3,11,3,-1

31: O=C(COC(=O)c1cccc(S(=O)(=O)N2CCOCC2)c1)c1ccccc1
32: O=C(Nc1nn(Cc2ccccc2F)cc1Br)c1cccs1
33: Cc1ccc(S(=O)(=O)NCC(=O)OCC(=O)Nc2ccc3c(c2)OCCO3)cc1
34: COCCNC(=O)c1c(CSc2ccc(F)cc2)noc1C(=O)NCc1ccccc1
35: CCOC(=O)N1CCN(c2cc(=O)n(C3CCCCC3)c(=O)[nH]2)CC1
36: CN(Cc1ccc(F)cc1)C(=O)c1cccc(NS(=O)(=O)c2ccccc2)c1
Compound,31,32,33,34,35,36
SMARCA2 act,0,-1,-3,-2,-1,-2
HTRA1 inh,-6,-8,-3,-17,4,-8
ASAP1 GAP inh,7,7,-7,-12,-4,8
PG9 binder,0.9,-2.6,0.5,0.8,-1.1,-0.1
NPR1 activator,-7,1,-2,2,0,3
GC-B act,1,3,-2,1,-2,2
NR1D1 modulator,-1,-2,-13,3,1,-5
rCAG RNA binder,-2,1,5,-6,-2,0
ARFGAP1 inhibitor,-18,6,1,-1,11,4
ABHD4 inh,-1,-12,-1,-4,3,0

37: CN(C)C(CNC(=O)c1oc2ccccc2c1CSc1ncn[nH]1)c1ccco1 (stereo unspecified)
38: O=C(Nc1ccccc1)NC1CCN(Cc2ccccc2)CC1
39: Cc1c(C=O)c2ccccn2c1C(=O)c1ccc(F)cc1
40: CCN1CCN(C(=O)C2=CC(c3ccc(C)cc3)=NS(=O)(=O)N2C)CC1
41: CN(C)c1ccc(C(CC(=O)O)C(=O)O)cc1 (stereo unspecified)
42: CCOC(=O)N(C)c1c(CC)nc2c(OCc3cc(Cl)cc(Cl)c3)cccn12
Compound,37,38,39,40,41,42
SMARCA2 act,1,0,3,0,-2,-5
HTRA1 inh,-9,4,-1,-1,13,x
ASAP1 GAP inh,1,15,4,-2,6,-8
PG9 binder,0.8,-1.9,-1.8,-1.0,-3.1,0.9
NPR1 activator,0,-2,-28,1,-2,1
GC-B act,1,-1,-7,2,-5,0
NR1D1 modulator,-3,8,5,-3,0,-1
rCAG RNA binder,1,-2,-2,6,7,-2
ARFGAP1 inhibitor,1,9,3,-4,-2,-8
ABHD4 inh,1,6,-3,-11,24,6

43: CCC(=O)Nc1cccc(NC(=O)COc2ccc(OC)cc2)c1
44: OCCNc1nc(-c2ccccc2)c2cc(Br)ccc2n1
45: CCCn1c(=O)n(N)c2ccccc21
46: CCOc1ccc(-c2noc(CCC(=O)NCCc3ccccc3)n2)cc1OC
47: O=C(NCc1ccccc1)C1CC(=O)N(c2ccc(OCC(=O)N3CCOCC3)cc2)C1 (stereo unspecified)
48: CCCc1n[nH]c2c1C(=O)C(C(=O)OC)C(C)(C)C2 (stereo unspecified)
49: O=C(NCc1cccnc1)c1cc(C2CCCN(S(=O)(=O)c3ccccc3)C2)on1 (stereo unspecified)
50: Cc1ccccc1NC(=O)Cn1c(C)nc2ccc(NC(=O)C3CC3)cc2c1=O
51: CC1CCCC(C)N1Cc1cn2ccccc2n1 (stereo unspecified)
Compound,43,44,45,46,47,48,49,50,51
SMARCA2 act,-2,2,-4,5,-2,1,-2,0,2
HTRA1 inh,3,-5,3,-2,5,7,x,0,0
ASAP1 GAP inh,1,-6,4,12,-4,1,0,-3,2
PG9 binder,-0.2,0.1,-2.8,-1.5,0.7,0.0,-1.7,-0.3,-1.3
NPR1 activator,-4,-10,1,-4,5,-1,-3,4,1
GC-B act,2,-5,0,-8,-1,4,-6,1,-4
NR1D1 modulator,-1,-7,0,1,-1,5,-5,3,-8
rCAG RNA binder,-3,-3,1,-6,-1,-4,2,1,-2
ARFGAP1 inhibitor,6,10,-4,15,-1,7,5,-5,15
ABHD4 inh,3,-2,-5,1,-3,5,11,3,-2
